# esBAF inh = blocks esBAF chromatin remodeling in mouse ES cells. reporter increase, % at 12.5 µM. Bmi1-luciferase knock-in reporter, 24 h; 100% = twice the neutral-well signal. AID 602393. hit rate 2% among 350,000; in the data active = activation above about 40%;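 note: 0% = median of the plate's neutral control wells and 100% = double that signal; a rise in the Bmi1 reporter signal indicates esBAF inhibition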
# RAD52 anneal inh = blocks human RAD52 DNA annealing; recombinant RAD52 DNA annealing, FRET fluorescence; inhibition, % at 18.7 µM; hit rate 0.46% among 360,000; AID 651710;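 active = every replicate showing at least 50% inhibition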
# GSIS activator = GLuc luminescence reporter in INS-1E cells, primary screen for activators of glucose-dependent secretion of insulin. INS-1E GLuc reporter insulin secretion, 2-3 h. activation, % at 16.6 µM. hit rate 0.61% among 370,000. AID 743287;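 active = lowest replicate activation of at least 40%, so every replicate reaches that level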;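 note: 0% = median of neutral control wells and 100% = median of IBMX positive control wells; some compounds called inactive have numbers as strong as hits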
# Xi reactivation = X-chromosome reactivation activator; XiGFP mouse fibroblasts, % GFP-positive cells imaging, 3 d; cells co-treated with 5-aza-dC sensitizer; scaled so ellipticine positive control = 100%; activation, % at 7.58 µM; hit rate 0.055% among 360,000; AID 743238;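 active = mean normalized replicate activation at least 10% and every replicate at or above 10%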;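 note: 0% = median of on-plate neutral control wells and 100% = ellipticine 6 µM median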
#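 System: 68-5-11 XiGFP fibroblast line; Timing: 3 days compound exposure; Compound dosing: one concentration, pinned; Benchmarks: positive control ellipticine, 6 µM final; Buffer or medium: DMEM containing 5-aza-dC.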
# CFTR F508del cor = CFTR F508del correction in bronchial cells. CFBE cells, YFP halide quenching; stimulated with forskolin plus potentiator P3; % fluorescence drop versus neutral controls. activity (quench increase), % at 7.58 µM. hit rate 0.36% among 350,000;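 active = mean added fluorescence quench of at least 8% versus neutral control, with both replicates also reaching 8%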;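 note: cells transiently co-express mutant CFTR-F508del with the halide-sensitive YFP; corrector assay measuring rescue of mutant channel to the surface after 24 h compound exposure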
# ARNT-TACC3 inh = disruptors of human ARNT/TACC3 interaction; hit rate 0.66% among 390,000; inhibition, % at 9.99 µM; AID 623870; AlphaScreen His-ARNT PAS-B/GST-TACC3 binding, luminescence; TACC3 fragment carries E629A point mutation;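 active = mean inhibition of replicates at least 50% and at least half of replicates each reaching 50%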;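 note: 0% = complete ARNT plus TACC3 wells and 100% = ARNT alone without TACC3; many hits fall short of the cut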
# ERAP1 inh = inhibitors of human ERAP1 aminopeptidase. Q9NZ08. recombinant ERAP1, Leu-AMC fluorescence, 60 min. inhibition, % at 10.7 µM. hit rate 0.15% among 340,000;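 active = mean replicate inhibition of at least 30%, or all replicates individually reaching that 30% level; inactive = mean below 30% and not every replicate reaching it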;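 note: 0% = neutral control wells and 100% = L-leucinethiol positive control wells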
# Target sequence (Q9NZ08 whole entry, looked up): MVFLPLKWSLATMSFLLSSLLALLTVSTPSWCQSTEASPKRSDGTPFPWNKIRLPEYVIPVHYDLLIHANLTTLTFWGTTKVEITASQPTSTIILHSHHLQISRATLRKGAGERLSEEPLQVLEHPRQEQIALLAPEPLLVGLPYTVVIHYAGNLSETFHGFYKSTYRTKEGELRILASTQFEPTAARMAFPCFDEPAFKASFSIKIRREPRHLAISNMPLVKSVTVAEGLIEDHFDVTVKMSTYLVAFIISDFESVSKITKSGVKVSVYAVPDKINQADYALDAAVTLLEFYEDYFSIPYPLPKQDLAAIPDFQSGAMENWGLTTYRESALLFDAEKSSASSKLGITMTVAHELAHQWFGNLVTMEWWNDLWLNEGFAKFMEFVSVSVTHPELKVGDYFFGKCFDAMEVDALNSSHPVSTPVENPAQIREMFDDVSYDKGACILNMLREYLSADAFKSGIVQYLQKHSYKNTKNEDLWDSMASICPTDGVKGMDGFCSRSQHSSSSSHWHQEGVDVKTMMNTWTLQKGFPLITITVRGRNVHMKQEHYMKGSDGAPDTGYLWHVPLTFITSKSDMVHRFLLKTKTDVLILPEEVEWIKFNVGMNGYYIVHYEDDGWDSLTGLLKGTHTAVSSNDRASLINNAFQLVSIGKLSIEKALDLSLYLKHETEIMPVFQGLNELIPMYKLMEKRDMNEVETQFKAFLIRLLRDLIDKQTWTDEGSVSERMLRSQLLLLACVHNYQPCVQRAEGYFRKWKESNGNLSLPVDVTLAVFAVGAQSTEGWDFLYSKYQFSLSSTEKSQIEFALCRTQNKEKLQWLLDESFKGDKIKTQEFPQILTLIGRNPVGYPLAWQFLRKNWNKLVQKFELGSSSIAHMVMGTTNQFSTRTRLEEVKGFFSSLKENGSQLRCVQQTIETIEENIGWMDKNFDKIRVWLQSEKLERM
# RAD54 inh = inhibitors of human RAD54 branch migration | RAD54 Holliday junction branch migration, FAM/BHQ fluorescence | inhibition, % at 10.4 µM | hit rate 0.14% among 360,000;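 active = mean normalized replicate activity at least 40 and at least half of replicates scoring 40 or more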;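 note: 0% = median of neutral control wells and 100% = median of positive control wells; inhibitors cause a drop in the FAM fluorescence signal; in these data hits start at about 50%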
# An asterisk follows results filed as active; / = no result given; & = joins results of further samples. No enrichment for hits (roughly 3.3% active in at least one column).
SMILES,esBAF inh,RAD52 anneal inh,GSIS activator,Xi reactivation,CFTR F508del cor,ARNT-TACC3 inh,ERAP1 inh,RAD54 inh
Cc1cc(C)c(NC(=O)C2CCCO2)c(C)c1NC(=O)C1CCCO1 (configuration not stated),2,-19,2,0.0,-0.7,13,-1,8
CC(C)c1ccc(/C=C/C(=O)NC(=S)Nc2ccc(CN3CCOCC3)cc2)cc1,/,-20,9,0.7,6.3,/,5,/
Cc1cc(C)c(C(=O)CN2C(=O)NC3(CCCCC3)C2=O)cc1C,/,-16,-1,0.2,2.2,1,/,-4
Cc1ccc(-c2ccc([C@@H]3[C@@H](CO)N4C(=O)CN(C(=O)c5ccncc5)C[C@@H]34)cc2)cc1,/,0,3,0.0,2.6,/,/,/
COCC(=O)Nc1ccc2c(c1)[C@@H]1C[C@H](CC(=O)N3CCc4ccccc4C3)O[C@H](CO)[C@@H]1O2,-1,-1,18,0.1,1.3,-5,-1,6
COc1ccc(-c2nc3c(C)cc(Br)cn3c2Cc2ccsc2)cc1OC,-2,-21,/,0.4,4.1,/,1,-1
Cc1ccc(C(=O)NN=Cc2ccc3c(c2)OCO3)cc1,48*,-23,/,0.4,0.1,0,1,2
C[C@@H]1CN([C@@H](C)CO)C(=O)Cc2cc(NS(=O)(=O)c3cn(C)cn3)ccc2O[C@H]1CN(C)Cc1ccc(C(=O)Nc2ccccc2N)cc1,/,13,36,-0.1,-1.9,/,1,/
CN(C)CC(=O)N1[C@@H]2c3ccc(-c4ccccc4)c(=O)n3C[C@H]1[C@H](CO)[C@H]2C(=O)N1CCCCC1,-1,1,4,0.1,-1.3,-1,0,10
COc1ccc(-c2nc(-c3ccc(O)cc3O)cs2)cc1OC,28,-10,/,0.0,0.2,12,-3,6
CCOC(=O)c1c(C)noc1-c1ccc(Br)o1,/,-1,3,0.1,-0.9,-2,/,-10
Nc1ccn([C@@H]2O[C@H](C(=O)N[C@H](Cc3ccccc3)C(=O)NCC(=O)N3CCOCC3)[C@@H](O)[C@H]2O)c(=O)n1,/,5,11,0.0,1.1,/,4,/
CN1CCN(S(=O)(=O)c2ccc(NC(=O)COc3ccccc3Cl)cc2)CC1,-1,-8,0,0.2,-1.9,1,-1,6
CCOc1ccc(N(CC(=O)NCc2ccccc2Cl)S(=O)(=O)c2c(C)[nH]c(=O)[nH]c2=O)cc1,-3,6,16,0.1,2.1,-2,-3,-9
COc1ccc(Cl)cc1NC(=S)Nc1ccccc1C,/,-6,2,0.0,0.9,9,5,/
O=C(c1cccnc1)N1CC(=O)N2[C@@H](CO)[C@H](c3ccc(/C=C/c4ccccc4)cc3)[C@@H]2C1,/,-12,5,0.0,-4.6,/,4,/
COC(CN(C)C(=O)c1ccc(CS(=O)(=O)c2ccccc2C)o1)OC,-9,-18,/,0.2,0.1,-12,-1,13
Cc1ccc(S(=O)(=O)N2C[C@@H]3CCCC[C@@H]3[C@@H](C)[C@H]2c2cn(Cc3ccccc3)c3ccc(F)cc23)cc1,-15,-2,-2,0.3,0.2,-6,16,15
C[C@H](CO)N1C[C@H](C)[C@H](CN(C)Cc2ccc(F)cc2)Oc2cc(C#CC3CC3)ccc2S1(=O)=O,-5,-24,-30,-0.8,1.9,9,-1,0
Oc1ccc(-c2cccc(-c3ccc(O)cc3)c2)cc1,58*,-5,6,0.1,1.1,-9,0,-4
Clc1cccc(-c2csc(Nc3cccnc3)n2)c1,/,-6,3,-0.1,1.6,-2,/,/
CC(=O)c1cccc(NC(=O)Nc2cccs2)c1,9,/,5,/,/,4,/,1
COc1ccc(NC(=O)Nc2cccc3c2O[C@H](CN(C)C(=O)Nc2c(C)noc2C)[C@@H](C)CN([C@H](C)CO)C3=O)cc1,-4,-5&-12,14&0,0.0&0.0,-1.7&-2.5,4,0&-6,4
O=C(NCC1CCCO1)c1cccc(NS(=O)(=O)c2ccc(Br)cc2)c1 (configuration not stated),/,-2,-3,0.0,2.4,0,8,4
C[C@@H]1CN([C@H](C)CO)C(=O)c2cc(NS(C)(=O)=O)ccc2O[C@@H](C)CCCCO[C@H]1CN(C)S(=O)(=O)c1cn(C)cn1,4,-11,9,-0.2,-5.9,32,2,18
CCCNC(=O)C[C@H]1C[C@@H]2c3cc(NC(=O)NC4CCCC4)ccc3O[C@@H]2[C@H](CO)O1,-1,-7,12,0.0,-0.1,1,0,-7
CC1(C)CC(=O)C(C=Nc2cccnc2/N=C/C2=C(O)CC(C)(C)CC2=O)=C(O)C1,/,-65,-4,0.3,-2.5,10,2,/
Cc1ccc(S(=O)(=O)N(C)c2ccc(OCC(=O)OCC(=O)N(CC#N)c3ccccc3)cc2)cc1,/,-38,18,-0.1,-1.3,-3,2,/
CCN(CC)CCCNC(=S)N1CCN(c2nc(-c3ccccc3)cs2)CC1,-14,21,2,0.2,-7.4,13,9,19
CCCC(=O)Nc1ccc2c(c1)C(=O)N(C)C[C@@H](OC)[C@@H](C)CN(Cc1ccc(F)cc1)[C@H](C)CO2,1,/,-12,-0.2,0.4,/,/,/

# A draw from above in order of molecular weight, lowest first.
SMILES,esBAF inh,RAD52 anneal inh,GSIS activator,Xi reactivation,CFTR F508del cor,ARNT-TACC3 inh,ERAP1 inh,RAD54 inh
Oc1ccc(-c2cccc(-c3ccc(O)cc3)c2)cc1,58*,-5,6,0.1,1.1,-9,0,-4
Clc1cccc(-c2csc(Nc3cccnc3)n2)c1,/,-6,3,-0.1,1.6,-2,/,/
COC(CN(C)C(=O)c1ccc(CS(=O)(=O)c2ccccc2C)o1)OC,-9,-18,/,0.2,0.1,-12,-1,13
CC1(C)CC(=O)C(C=Nc2cccnc2/N=C/C2=C(O)CC(C)(C)CC2=O)=C(O)C1,/,-65,-4,0.3,-2.5,10,2,/
CCN(CC)CCCNC(=S)N1CCN(c2nc(-c3ccccc3)cs2)CC1,-14,21,2,0.2,-7.4,13,9,19
O=C(NCC1CCCO1)c1cccc(NS(=O)(=O)c2ccc(Br)cc2)c1 (configuration not stated),/,-2,-3,0.0,2.4,0,8,4
O=C(c1cccnc1)N1CC(=O)N2[C@@H](CO)[C@H](c3ccc(/C=C/c4ccccc4)cc3)[C@@H]2C1,/,-12,5,0.0,-4.6,/,4,/
CCCC(=O)Nc1ccc2c(c1)C(=O)N(C)C[C@@H](OC)[C@@H](C)CN(Cc1ccc(F)cc1)[C@H](C)CO2,1,/,-12,-0.2,0.4,/,/,/
C[C@H](CO)N1C[C@H](C)[C@H](CN(C)Cc2ccc(F)cc2)Oc2cc(C#CC3CC3)ccc2S1(=O)=O,-5,-24,-30,-0.8,1.9,9,-1,0
Cc1ccc(S(=O)(=O)N2C[C@@H]3CCCC[C@@H]3[C@@H](C)[C@H]2c2cn(Cc3ccccc3)c3ccc(F)cc23)cc1,-15,-2,-2,0.3,0.2,-6,16,15
COc1ccc(NC(=O)Nc2cccc3c2O[C@H](CN(C)C(=O)Nc2c(C)noc2C)[C@@H](C)CN([C@H](C)CO)C3=O)cc1,-4,-5&-12,14&0,0.0&0.0,-1.7&-2.5,4,0&-6,4

# Next part
SMILES,esBAF inh,RAD52 anneal inh,GSIS activator,Xi reactivation,CFTR F508del cor,ARNT-TACC3 inh,ERAP1 inh,RAD54 inh
C[C@@H]1CN([C@H](C)CO)C(=O)c2cc(-c3ccc(C#N)cc3)cnc2O[C@H]1CN(C)C(=O)c1ccccc1,13&-3&1,-4&4&-3,3&29,0.2,-1.9&0.9&1.8,9,5&-1&-1,0&0&4
C[C@@H]1CN([C@@H](C)CO)C(=O)c2cc(C#Cc3cccnc3)cnc2O[C@H]1CN(C)Cc1cccnc1,7,13,-12,-1.1,-1.2,0,3,6
Cc1ccc(C(=O)NNC(=O)CCn2nnc3ccccc32)cc1,-16,-15,2,0.4,-0.1,-1,5,1
Cc1ccc(C)c(C(=O)CN2C(=O)NC3(CCC(C)CC3)C2=O)c1 (configuration not stated),/,/,15,-0.1,/,-2,/,-7
C[C@@H]1CN([C@H](C)CO)C(=O)Cc2cc(NC(=O)Cn3cnnn3)ccc2O[C@H]1CN(C)CC1CC1,-1,-16,-2,0.1,-2.3,-2,3,10
CN(C)CCOC(=O)NC12CC3CC(CC(C3)C1)C2,/,-4,3,-0.1,0.9,7,-2,/
O=C(COc1ccc(S(=O)(=O)N2CCCCC2)cc1)NCc1ccccn1,-1,-17,16,0.0,-0.9,0,-6,/
COc1ccc(OC)c(C2=Nn3c(nnc3-c3cc(C)[nH]n3)SC2)c1,/,1,42,0.0,-1.6,3,0,/
CC1(c2ccc(Cl)cc2)NC(=O)N(CC(=O)Nc2ccc3c(c2)OCO3)C1=O (configuration not stated),-10,-5,-19,0.0,0.2,/,-1,-4
CC1CN(C(=O)CCC(=O)NCc2ccccc2)c2cc(Cl)ccc2O1 (configuration not stated),-2,-7,/,0.1,-1.6,5,-1,1
CCN(Cc1ccccc1)C(=O)Cn1c(=O)n(-c2ccc(OC)cc2OC)c(=O)c2c(C)c(C)sc21,6,-3,-17,0.0,-0.8,-2,-4,1
CCOC(=O)c1cc(C)nn1-c1nc(Cl)cc(OC)n1,/,-23,1,0.2,/,-1,3,18
CCC(=O)Nc1ccc2c(c1)OC[C@@H](C)N(Cc1ccccc1OC)C[C@@H](C)[C@H](OC)CN(C)C2=O,-1,-1,-12,0.0,1.3,-15,4,-1
CC(C)(C)OC(=O)NCc1ccc(CNC(=O)c2[nH]cnc2C(=O)NCC(=O)OCc2ccccc2)cc1,-3,-20,-8,0.2,-0.8,-3,2,7
Cc1csc(Nc2nc(N)c(C(=O)Nc3cc(Cl)ccc3F)o2)n1,19,-6,-5,0.1,0.7,-2,-4,1

# The final 2 entries of the part above come first, to join the parts:
SMILES,esBAF inh,RAD52 anneal inh,GSIS activator,Xi reactivation,CFTR F508del cor,ARNT-TACC3 inh,ERAP1 inh,RAD54 inh
CC(C)(C)OC(=O)NCc1ccc(CNC(=O)c2[nH]cnc2C(=O)NCC(=O)OCc2ccccc2)cc1,-3,-20,-8,0.2,-0.8,-3,2,7
Cc1csc(Nc2nc(N)c(C(=O)Nc3cc(Cl)ccc3F)o2)n1,19,-6,-5,0.1,0.7,-2,-4,1
CCC(=O)Nc1nnc(SCC(=O)Nc2cccc(Cl)c2)s1,-5,-12,-27,-0.1,0.2,-7,-4,-9
CC(C)(C)c1ccc(-n2ncc3c2CCCC3NC(=O)C2(C(N)=O)CC2)cc1 (configuration not stated),1,0,-23,-0.1,0.2,-4,-2,-3
O=C(Nc1ccc(F)cc1)N1CCCCN2[C@H](C1)[C@H](c1ccc(-c3ccncc3)cc1)[C@@H]2CO,/,-3,-4,0.0,-0.5,3,0,-8
CCN(CC)CCN(Cc1cc2cc(C)c(C)cc2[nH]c1=O)C(=S)NCc1ccco1,/,-10,-7,0.0,4.0,7,1,/
Cc1ccc(OCCC(=O)Nc2cc(S(=O)(=O)N3CCOCC3)ccc2N2CCCC2)cc1,17,-17,-35,0.0,0.4,3,2,-4
COc1ccc(CCNC(=O)CCCN2C(=O)c3ccccc3C2=O)cc1,/,-8,2,0.0,-0.7,/,6,/
O=C(NCCN1CCN(c2ccccc2)CC1)c1cccc(Cl)c1,3,0,-3,0.0,-2.8,0,2,-1
COc1cc(C(=O)NC2CCN(CC(=O)NC3CCCCC3)CC2)cc(OC)c1OC,-2,-12,-3,0.0,-1.9,1,1,/
COc1ccc(C(=O)CSc2nc(C)cc(C)n2)cc1C,11,-5,1,0.0,-1.1,-2,0,-2
CCc1nc2ccc(C(=O)Nc3ccc(C(N)=O)cc3)cn2c1N(CCC(C)C)CCN(C)C,-10,3,-2,0.0,0.7,/,1,9
